CAL PDZ FP-1 = CAL PDZ peptide-binding inhibitors, primary screen, biochemical, fluorescence polarization, Cer-tagged CAL PDZ, HTS; Golgi-associated PDZ and coiled-coil motif-containing protein (Homo sapiens), Q9HD26; purified CAL PDZ, TMR-peptide fluorescence polarization, 1 h; inhibition, % at 20 µM; hit rate 0.02% among 330,000; AID 504414, 2011;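 active = highest replicate inhibition of at least 40%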;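 also: plate controls were DMSO neutral control wells for no effect and unlabeled competitor peptide control wells for full effect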
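material = purified tagged CAL PDZ domain construct (CerCALP) | compound dosing = 20 µM, one dose | times = 1 h at RT | measured by = fluorescence polarization from S- and P-plane intensities, G-factor corrected | read-out = inhibition from polarization loss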
DAGLB inhibitor = DAGLB lipase inhibitors, primary screen, biochemical, fluorescence, HTS; Diacylglycerol lipase-beta (Homo sapiens), Q8NCG7; HEK293T DAGLB membrane lysate, EnzChek fluorogenic substrate; inhibition, % at 5.17 µM; hit rate 0.059% among 340,000; AID 504411, 2011; in the data active = inhibition above about 34%;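 also: 0% = enzyme with vehicle and 100% = wells lacking enzyme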
LANA DNA inh = inhibitors of KSHV C-LANA binding to DNA, primary screen, biochemical, fluorescence polarization, FAM-LBS DNA, MBP-C-LANA, single point. Kaposi's sarcoma herpesvirus LANA C-terminal domain (residues 932-1162) DNA binding. inhibition, % at 9 µM. hit rate 0.078% among 340,000. AID 504423, 2011;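 active = highest replicate inhibition at or above 60% at 9 µM, even if other replicates fall short; inactive = all replicates below 60% inhibition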;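 also: 0% = neutral control wells and 100% = 4 µM acridine orange control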
RTF Ca sens inh = cardiac RTF calcium sensitivity inhibitors, primary screen, biochemical, IANBD-TnC fluorescence, EC70 calcium | Troponin I, cardiac muscle (Homo sapiens) + Troponin T, cardiac muscle (Homo sapiens) + … | IANBD-labeled cardiac RTF, Ca2+ fluorescence | inhibition, % at 7.15 µM | hit rate 0.12% among 340,000;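 active = inhibition above the mean inhibition of all tested compounds plus 3 SD, cut at about 17% in these data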;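 also: assay run at fixed EC70 calcium of 1.6 mM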
Keap1 Nrf2 FP = Keap1-Nrf2 protein-protein interaction inhibitors, primary screen, biochemical, fluorescence polarization, single point; Kelch-like ECH-associated protein 1 (Homo sapiens), Q14145; inhibition, % at 9.4 µM; Keap1 Kelch-Nrf2 peptide fluorescence polarization, 1536-well; hit rate 0.15% among 340,000; in the data active = inhibition above about 12%;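 also: human Keap1 Kelch domain with fluorescein labeled Nrf2 9mer peptide probe; 0% = neutral control wells and 100% = peptide positive control; higher means more block of Keap1 binding to Nrf2 peptide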
Target sequence (Q14145 whole entry, looked up, the tested form may be a part): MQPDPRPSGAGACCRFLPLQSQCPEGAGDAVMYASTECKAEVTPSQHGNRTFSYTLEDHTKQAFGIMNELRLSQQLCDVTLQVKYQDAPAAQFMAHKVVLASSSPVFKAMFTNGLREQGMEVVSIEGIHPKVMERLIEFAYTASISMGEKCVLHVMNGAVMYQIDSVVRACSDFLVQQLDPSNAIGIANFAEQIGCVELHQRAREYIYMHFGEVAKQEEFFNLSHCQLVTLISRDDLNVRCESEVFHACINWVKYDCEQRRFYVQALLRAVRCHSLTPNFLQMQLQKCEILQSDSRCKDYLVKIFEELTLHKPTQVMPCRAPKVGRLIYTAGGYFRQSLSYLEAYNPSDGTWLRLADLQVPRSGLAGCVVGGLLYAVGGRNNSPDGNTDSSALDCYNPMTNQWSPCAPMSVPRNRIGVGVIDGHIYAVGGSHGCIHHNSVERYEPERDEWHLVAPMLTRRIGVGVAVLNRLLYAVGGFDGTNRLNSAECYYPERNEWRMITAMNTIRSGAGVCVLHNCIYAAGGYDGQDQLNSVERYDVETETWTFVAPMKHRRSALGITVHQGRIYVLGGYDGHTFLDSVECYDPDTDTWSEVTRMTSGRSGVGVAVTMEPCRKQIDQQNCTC
SR-BI DiI-HDL act = activators of SR-BI mediated DiI-HDL uptake, primary screen, ldlA[mSR-BI] CHO cells, DiI fluorescence; hit rate 0.096% among 320,000; AID 504775, 2011; 3 h; 100 = double the neutral-control signal; activation, % at 12.5 µM;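 active = mean replicate activation of at least 60% and every replicate at or above 60%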;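 also: 0% = median plate neutral-control signal and 100% = twice that signal; values of inactives mirror those of a sister screen read the other way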
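Assay system: LDL receptor-deficient CHO ldlA cells overexpressing murine SR-BI / Medium: BSA-supplemented, HEPES-buffered Ham's F12, pH 7.4 / Probe or stimulus: DiI-labelled HDL at 10 µg/mL final / Timing: compound with DiI-HDL co-incubation, 3 h at 37 °C / Technique: bottom-read cell fluorescence after medium removal, ex 550/em 595 nm / Measure: HDL uptake via cellular fluorescence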
PKA-R2B activ = activators of PKA-R2B holoenzyme, primary screen, biochemical, fluorescence polarization, Cy5-IP20, human | cAMP-dependent protein kinase catalytic subunit beta (Homo sapiens) + cAMP-dependent … | PKA-R2B holoenzyme dissociation; R2B truncated from residue 108, S112A mutant; 0% DMSO only, 100% 113 µM cGMP | activation, % at 11.4 µM | hit rate 0.079% among 340,000 | AID 504700, 2011;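 active = activation above a cutoff set at the mean over all compounds plus 3 SD, cut at about 18% in these data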;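 also: higher means more holoenzyme dissociation and a rise in polarization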
Target sequence (P31323 whole entry, looked up, other chains not shown, the tested form may be a part): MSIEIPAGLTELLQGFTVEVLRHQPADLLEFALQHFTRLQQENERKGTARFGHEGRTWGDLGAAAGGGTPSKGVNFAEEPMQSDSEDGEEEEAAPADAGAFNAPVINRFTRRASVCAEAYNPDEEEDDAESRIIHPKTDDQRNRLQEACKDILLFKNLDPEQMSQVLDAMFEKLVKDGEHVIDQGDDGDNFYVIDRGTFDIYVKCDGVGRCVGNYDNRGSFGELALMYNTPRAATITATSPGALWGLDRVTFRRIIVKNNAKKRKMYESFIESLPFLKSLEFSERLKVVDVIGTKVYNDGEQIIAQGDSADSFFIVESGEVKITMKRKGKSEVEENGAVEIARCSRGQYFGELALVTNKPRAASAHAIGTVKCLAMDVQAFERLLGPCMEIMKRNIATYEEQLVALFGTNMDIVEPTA
CAL PDZ FP-2 = untagged CAL PDZ binding inhibitors, primary screen, biochemical, fluorescence polarization, HTS; inhibition, % at 24.9 µM; hit rate 0.92% among 300,000; Golgi-associated PDZ and coiled-coil motif-containing protein (Homo sapiens), Q9HD26; AID 602252, 2012; purified CAL PDZ, TMR-peptide fluorescence polarization, 1 h;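 active = mean inhibition of at least 30% with at least half of replicates also reaching 30%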;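 also: 0% = DMSO neutral control and 100% = excess unlabeled competitor peptide PRC23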
cardiac RTF act = cardiac RTF calcium sensitivity activators, primary screen, biochemical, IANBD-TnC fluorescence, EC20 calcium; Troponin I, cardiac muscle (Homo sapiens) + Troponin T, cardiac muscle (Homo sapiens) + …; IANBD-labeled TnC RTF fluorescence at EC20 calcium; 0% EC20 calcium, 100% full calcium; activation, % at 7.2 µM; hit rate 0.24% among 340,000; AID 493008, 2010;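 active = activation above the mean over all tested compounds plus 3 SD, cut at about 30% in these data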;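 also: rise in fluorescence read as greater calcium sensitivity of cardiac thin filaments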
Rtt109 Vps75 = inhibitors of C. albicans Rtt109/Vps75 HAT, primary screen, biochemical, ThioGlo CoA-SH fluorescence, plate reader. AID 540336, 2011. Histone acetyltransferase RTT109 (Candida albicans (strain SC5314 / ATCC MYA-2876)), …. purified Rtt109/Vps75, 4 h. hit rate 0.16% among 330,000. inhibition, % at 34.9 µM;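 active = inhibition of at least 50% in every replicate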
* marks the source's active call; other numbers are inactive results; x = not tested or not shown; & = joins results of further samples.

Results follow in this order: CAL PDZ FP-1	DAGLB inhibitor	LANA DNA inh	RTF Ca sens inh	Keap1 Nrf2 FP	SR-BI DiI-HDL act	PKA-R2B activ	CAL PDZ FP-2	cardiac RTF act	Rtt109 Vps75
> Cc1nn(C)cc1CN(C)C(=O)c1cc(-c2ccccc2)nc2ccc(Br)cc12
  -0.7	-2	-0.1	-10	-5	-22	5	x	6	0
> Cc1cc(C)c(S(=O)(=O)N2CCCC2=O)c(C)c1N(C)S(C)(=O)=O
  0.0	1	-6.4	-13	2	17	-5	-2	-3	-1
> CC1(C)CC(=O)c2cc(OCC(=O)O)ccc2O1
  -1.5	1	1.4	4	-1	5	-3	x	-1	-155
> COc1ccc(C2CC(C(F)(F)F)n3ncc(C(=O)NCC4CCCO4)c3N2)cc1OC (centres undefined)
  -0.2	2	-0.4	-13	-2	-3	-6	1	1	6
> O=C(CSc1nc(O)cc(=O)n1-c1ccccc1)Nc1ccc(Br)cn1
  -1.0	4	-0.6	-7	-3	x	-1	7	-3	13
> O=C(O)c1ccc(N=N/C(=N\Nc2ccc(C(=O)O)cc2)c2ccccc2)cc1
  0.2	39*	6.0	4	4	35	-3	-2	4	28
> COc1ccc(NC(=O)CCCCCN2C(=O)[C@@H]3Cc4ccccc4CN3C2=O)cc1Cl
  -1.9	1	0.0	5	-1	-19	-3	2	-3	-2
> COc1ccccc1N1CCN(C(=O)CSc2ccc3c(C)cc(C)nc3n2)CC1
  -3.0	1	-0.2	-6	-4	-38	-2	-4	8	28
> CS(=O)(=O)c1ccc2nc(NC(=O)c3ccc(N4CCCC4=O)cc3)sc2c1
  -2.0	-4	1.4	-5	0	x	-5	-1	-2	38
> Cc1[nH]nc2c1C(c1cccc(O)c1)C1=C(CC(C)(C)CC1=O)N2 (centres undefined)
  -1.2	2	-0.4	5	-3	x	-2	7	-1	-3
> COc1ccc(CNC(=O)CN2CCN(C(c3ccccc3)c3ccccc3)CC2)cc1
  -2.6	-7	0.0	-4	-1	20	-7	-1	-2	10
> Cc1cccc(NC(=O)c2cccc(C(=O)Nc3cccc(C)c3)c2)c1
  -0.7	-4	1.6	-5	5	-25	5	-7	1	-1
> O=C(CSc1ncc(-c2ccc(F)cc2)[nH]1)N1CCCCC1
  -0.4	5	-1.4	-4	-1	15	1	-2	-10	-3
> CN(CC(=O)Nc1ccc(C#N)cc1)Cc1ccc(Cl)cc1Cl
  -0.4	-6	-1.4	-7	-3	-17	4	-6	4	-2
> Cc1nc2c3ccccc3n(Cc3ccccc3F)c2s1
  0.9	-2	0.6	-22	-5	-17	-2	-4	14	-1

Results follow in this order: CAL PDZ FP-1	DAGLB inhibitor	LANA DNA inh	RTF Ca sens inh	Keap1 Nrf2 FP	SR-BI DiI-HDL act	PKA-R2B activ	CAL PDZ FP-2	cardiac RTF act	Rtt109 Vps75
> CC(/C=C/c1ccccc1)=N/NC(=O)CCC(=O)Nc1ccccc1C
  -0.2	0	-2.1	-2	4	-19	-9	-1	-4	-5
> CSc1ccc(C#N)cc1NC(=O)c1ccccc1
  0.7	-1	-0.6	-4	-3	-54	7	0	-4	6
> N#Cc1cc2c(nc1SCC(=O)Nc1sc3c(c1C#N)CCC3)CCCC2
  -0.3	-1	-0.5	2	1	-58	-8	-1	7	-2
> O=C(NC(=S)N1CCN(c2nc(-c3ccccc3)cs2)CC1)c1cncc(Br)c1
  -1.8	5	0.0	3	2	2	3	x	-2	21
> CC1=C(C(=O)OC(C)C)C(C)C(C(=O)OC(C)C)=C(C)N1
  x	-2	0.1	-9	-1	4	-3	-5	-2	2
> CC(=O)N1c2ccc(S(=O)(=O)N(C)Cc3ccco3)cc2CC1C (centres undefined)
  -1.2	2	2.6	-3	2	16	-2	-6	-3	-6
> COC(=O)c1ccc(Cc2ccccc2)o1
  -0.7	1	0.1	4	-4	x	15	-2	-12	8
> Cc1cc(C)n(C)c(=O)c1C#N
  -0.1	-1	-0.6	-17	-1	4	10	3	0	-13
> CCCc1ccc(OCCNC(=O)c2ccccc2Br)cc1
  -0.4	-5	-1.2	-12	1	-2	-11	6	-4	6
> CC(C)CNC(=O)CC(c1ccccc1)c1c(O)ccc2ccccc12 (centres undefined)
  0.5	0	3.1	-1	2	-10	10	-15	-2	-1
> NC(=N\N=Cc1ccco1)/C(N)=N/N=Cc1ccco1
  -3.0	1	0.2	-7	1	2	-8	-1	1	-3
> Cc1cc(Cl)ccc1OCCCC(=O)OCC(=O)Nc1cccc(S(N)(=O)=O)c1
  -1.3	-8	1.0	0	-3	-2	6	-3	3	1
> CC(=O)Nc1cccc(C(=O)OC(C)C(=O)Nc2ccc(S(=O)(=O)N3CCCC3)cc2)c1 (centres undefined)
  -1.2	-3	0.0	9	-3	-41	-1	-6	5	0
> Cn1cc(CN2CCN(Cc3ccc4c(c3)OCO4)CC2)c(-c2ccccc2F)n1
  -2.4	-2	0.1	11	1	-6	0	-4	-8	-7
> COc1ccc(NC(=O)c2cc(S(=O)(=O)N3CCCCC3)ccc2C)cc1S(=O)(=O)N1CCOCC1
  1.1	1	0.4	-2	-4	-22	-18	-3	2	-2

Results follow in this order: CAL PDZ FP-1	DAGLB inhibitor	LANA DNA inh	RTF Ca sens inh	Keap1 Nrf2 FP	SR-BI DiI-HDL act	PKA-R2B activ	CAL PDZ FP-2	cardiac RTF act	Rtt109 Vps75
> COc1cc(/C=C(/C#N)C(=O)Nc2ccccc2)c(Br)cc1OCc1ccc(C(=O)O)cc1
  -0.5	4	0.9	-4	-1	-3	-9	2	6	7
> COC(=O)C(CC(C)C)N1CCC(=O)c2ccccc2S1(=O)=O (centres undefined)
  0.5	3	1.1	7	-6	-13	-4	0	0	-1
> COc1ccc([C@H]2CC(=O)C=C(c3ccc(F)cc3OCc3ccccc3)C2)cc1
  -1.3	-16	2.0	5	-1	19	6	-2	-1	2
> CCOC(=O)CSc1nnc(-c2ccc(S(=O)(=O)N3CCOCC3)cc2)n1-c1ccccc1
  -3.3	1	2.2	6	-6	31	-8	0	7	2
> O=C(c1cnccn1)N(Cc1cccs1)C1(C(=O)NC2CCCC2)CCCCC1
  0.0	2	-1.2	-5	0	26	0	-3	-5	3
> O=C(O)c1oc2ccccc2c1CN1CCN(c2ccccc2)CC1
  -0.4	-5	-0.5	-8	0	3	-4	-4	0	-1
> OCCN(CCO)c1nc2ccccc2[nH]1
  -1.3	1	-8.7	-3	0	7	1	-2	-3	-7
> O=S(=O)(c1ccc(N2CCCC2)cc1)C(F)(F)F
  -0.3	-3	-0.3	-4	5	4	-3	-1	-10	17
> COc1cc(O)cc2cc3c(c(O)c12)C(=O)CC(C)(O)O3 (centres undefined)
  0.4	3	16	4	1	-7	-2	-1	12	-2
> CCOc1ccccc1N(CC(=O)NCCSc1ccccn1)S(=O)(=O)c1ccccc1
  -1.9	1	0.4	1	-5	x	-2	-2	0	-4
> CCCCN(C)CCNC(=S)Nc1ccc2nc(N3CCN(CC)CC3)cc(C)c2c1
  0.0	5	-3.8	-6	-3	5	0	-2	0	5
> CCOC(=O)C1=C(C)NC(=O)NC1c1ccc(OCC(=O)N2CCCCC2)cc1 (centres undefined)
  0.0	-1	0.5	0	1	-24	3	-2	2	-11
> CCOc1ccccc1-n1c(SCC(=O)Nc2ccccc2C(=O)O)nc2ccccc2c1=O
  -2.3	4	0.4	-5	-1	6	2	-5	2	2
> CN1CC(=O)NC1=NC(=O)c1cc(F)c(F)cc1Cl
  -0.3	2	-0.3	2	-3	5	-4	-5	0	4
> CCN(CC)c1ccc(C(NC(C)=O)NC(C)=O)cc1
  -1.5	-1	-1.2	-4	-3	11	7	-3	12	6

Results follow in this order: CAL PDZ FP-1	DAGLB inhibitor	LANA DNA inh	RTF Ca sens inh	Keap1 Nrf2 FP	SR-BI DiI-HDL act	PKA-R2B activ	CAL PDZ FP-2	cardiac RTF act	Rtt109 Vps75
> CCOc1cc(CNc2ccc(N3CCCCC3)cc2)cc(Br)c1OCC(=O)NC(C)(C)C
  -0.1	7	-0.5	15	-5	-28	-20	-4	8	-6
> COc1ccc(S(=O)(=O)N(CCc2ccccc2)CC(=O)NC(C)C)cc1
  -1.5	1	-0.9	-3	0	16	-10	3	5	-26
> CC(C)(C)n1ncc2c(=O)n(CC(=O)OCc3ccccc3)cnc21
  -0.8	0	3.3	-9	0	17	-8	-6	-1	-6
> CCOC(=O)c1c(C)[nH]c(C)c1C(=O)COC(=O)c1cccc(S(=O)(=O)N(CC)CC)c1
  -0.3	-3	0.1	-14	0	-27	-3	2	-2	10
> COc1ccc(-c2nc(-c3ccccc3)ncc2S(C)(=O)=O)cc1
  -2.2	-6	0.5	-6	-4	-23	-6	4	6	1
> COc1ccc(C(=O)Nc2ncc3c(n2)CC(c2ccco2)CC3=O)cc1 (centres undefined)
  -0.8	2	-1.3	-3	-1	-10	-6	3	-10	-8
> Cc1ccc2oc(=O)c3cc(C(=O)N4CCN(C)CC4)sc3c2c1
  -0.7	1	-0.7	2	1	5	4	-6	3	-14
> CCCc1cc(=O)[nH]c(SCC(=O)N2N=C(c3ccc(Cl)cc3)CC2c2ccco2)n1 (centres undefined)
  -2.3	8	0.6	-34	-3	6	-2	2	2	-4
> CCCOc1ccc(C=Nc2ccc(OC)c(S(=O)(=O)N3CCOCC3)c2)c(O)c1
  0.2	-2	3.2	6	-3	7	-5	-5	-5	11
> COC(=O)c1sc(NC(=O)COc2cccc3ccccc23)nc1C
  -1.4	-6	-1.0	-9	0	19	2	-5	5	-5
> COc1ccc(NC(C)C(=O)Nc2ccc(C(C)(C)C)cc2)cc1Cl (centres undefined)
  x	0	0.8	-5	3	-36	-3	-2	-3	4
> O=C(CSCc1n[nH]c(=O)[nH]1)NCCOc1cccc(Oc2ccccc2)c1
  -1.9	0	1.0	-11	1	14	-2	x	1	1
> CSc1ccc2c(c1)N(CCC1CCCCN1C)c1ccccc1S2 (centres undefined)
  0.0	4	-1.0	9	4	-5	4	-5	2	36&18

Compound activity from PubChem BioAssay.
